PfHsp40 yeast: rescue of PfHsp40-mediated yeast toxicity; S. cerevisiae expressing PfHsp40, growth rescue, ATP luminescence; growth rescue, % at 12.5 µM; 0.68% of 340,000 active; AID 504582; in the data active = growth rescue above about 28%, passing the limit was not always enough;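 also: yeast W303a lacking pdr1 and pdr3 grown in galactose medium; growth measured after three days at 30 °C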
FadD28 FP inh: blocks FadD28 binding to the bisubstrate probe; fluorescence polarization; inhibition, % at 12.5 µM; 0.22% of 360,000 active; in the data active = inhibition above about 8.5%, passing the limit was not always enough
TcdB GH inh: blocks C. difficile toxin B glycohydrolase activity; P18177; TcdB glycohydrolase enzymatic assay, plate reader; inhibition, % at 9.99 µM; 0.24% of 350,000 active; in the data active = inhibition above about 10%
Mtb FBA inh: inhibits M. tuberculosis FBA enzyme; purified M. tuberculosis FBA, fluorescence read-out; inhibition, % at 1 µM; 2.3% of 360,000 active; AID 588726; in the data active = inhibition above about 27%;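 also: 0% = vehicle and 100% = reference inhibitor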
UGM FP inh: inhibitors of M. tuberculosis UDP-galactopyranose mutase. inhibition, % at 10 µM. purified UGM, fluorescence polarization probe displacement. 0.06% of 320,000 active. AID 504406. P9WIQ1; in the data active = inhibition above about 10%, passing the limit was not always enough
BH1578 lux ind: inducers of Vibrio cholerae quorum light production without autoinducers | V. cholerae BH1578 lux reporter, luminescence, 6 h | activation, % at 18.7 µM | 0.16% of 350,000 active | AID 588436; in the data active = activation mostly above about 9.7%, no sharp cut-off; also: not every result past the cut was called active; inactives centre near 0; reference of the scale not given here
BioA inh: inhibitors of Mycobacterium tuberculosis BioA enzyme | purified M. tuberculosis BioA enzyme, plate reader | inhibition, % at 9.99 µM | 0.096% of 360,000 active; in the data active = inhibition above about 40%
Y pestis TopoI: Y. pestis Topo-I inhibition via cleavage products | Y. pestis Topo-I cleavage product accumulation, plate reader | activity, % at 10 µM | 0.064% of 360,000 active; in the data active = activity above about 50%, passing the limit was not always enough; also: inactives centre near 2
GDH-TPI counter: inhibits GDH-TPI coupling enzymes, artifact for Mtb FBA screen; 1.2% of 360,000 active; inhibition, % at 4.8 µM; GDH-TPI coupled enzyme counterscreen, NADH absorbance; in the data active = inhibition above about 30%;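 also: 0% = DMSO wells and 100% = wells lacking the enzyme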
Active calls of the source: *; i = inactive; / = not tested or not shown; & = joins results of further samples. Outcome played no part in choosing rows. About 4.6% of those tested had a hit in this group.

SMILES	PfHsp40 yeast	FadD28 FP inh	TcdB GH inh	Mtb FBA inh	UGM FP inh	BH1578 lux ind	BioA inh	Y pestis TopoI	GDH-TPI counter
COc1ccc(OCc2nc(C#N)c(N3CCN(c4ccc(OC)cc4)CC3)o2)cc1	1.7	-3.8	-3.3	-2	/	-0.3	-0.6	30	-3
O=C(OC1CC2CCC(N2)C1C(=O)O)c1ccccc1 (configuration not stated)	0.2	-1.1	0.3	0	/	-0.3	-0.7	7	-6
CC(OC(=O)C1=COCCO1)C(=O)NC1(C#N)CCCCC1 (configuration not stated)	-0.7	0.0	0.5	-2	2.8	-5.9	-0.2	-2	2
CSc1nc(C)c2c(n1)N(c1ccc(O)cc1)CC2	-0.6	-2.3	0.4	5	-0.3	-1.0	-2.2	11	9
O=C(NCc1ccccc1Cl)c1ccc(-c2ccccc2)cc1	-1.0	-2.0	-0.4	-2	1.6	-0.3	/	5	6
COc1cc(C(=O)NCCC(=O)NCCN2CCCCCC2)cc(OC)c1OC	-0.4	-0.8	/	2	3.7	-0.4	-2.3	3	18
COc1cc(C)ccc1OCc1cc(C(=O)N2CCN(C3CCCCC3)CC2)no1	0.6	-1.4	1.3	1	2.3	i	0.3	44	5
CCc1ccccc1SCc1noc(C(=O)NCC2CCCO2)c1C(=O)O (configuration not stated)	-1.6	-0.2	-0.7	4	1.6	1.3	7.4	-9	6
CCOC(=O)c1sc2nc3c(SCC(=O)O)cc(C(=O)c4cc(F)ccc4O)cn3c(=O)c2c1C	2.2	-11	0.1	1	-0.4	-0.1	7.7	4	27
Cc1ccc2c(c1)c(N=NC(N)=S)c(O)n2Cc1ccccc1	1.1	-3.2	2.0	-2	-0.5	-0.4	2.7	12	19
CCC(C)NC(=O)CSc1nc2n[nH]c(C)c2c(=N)n1-c1ccc(OC)cc1 (configuration not stated)	-1.3	-1.0	/	4	0.2	i	-9.5	4	14
O=C(Cn1cc2c(n1)CCCC2)Nc1ccccc1Cl	-1.3	0.9	0.2	0	-1.0	-0.1	0.5	22	10
Cc1ccc(CSc2[nH]c(=O)ncc2C)cc1	1.4	-1.5	2.3	3	-0.7	-0.3	-1.6	6	3
O=C(NNC(=O)c1cccs1)c1ccc(Cl)c(Cl)c1	0.9	-3.1	1.5	3	-4.2	-0.2	/	1	12
COc1ccc(-c2cc3c(=O)n(CC(=O)NCc4cccnc4)nc(C)n3n2)cc1	-0.9	-3.0	5.4	28*	1.3	-0.2	-0.4	3	-3
Cc1ccc(NC(=O)COC(=O)c2ccc(S(=O)(=O)N3CCCCC3)cc2)cc1	-0.8	-0.8	0.3	0	2.3	i	-3.9	0	10
Cc1ccnc(NC(=O)CCC(=O)N(Cc2ccco2)C(C(=O)NC(C)C)c2ccc(F)cc2)c1 (configuration not stated)	-0.4	-3.5	0.3	-1	2.3	-1.5	-1.4	-1	2
COc1ccc(N(CC(=O)NCCc2ccccc2)C(=O)CCC(=O)Nc2ccccn2)cc1	-1.1	0.7	-0.4	-1	-1.7	-0.5	-1.4	31	0
COc1ccc(/C=N/NC(=O)C[n+]2ccccc2)c(OC)c1OC	6.9	-3.7	/	-3	0.0	i	/	-2	-8
O=S(=O)(Nn1cnnc1)c1ccccc1	-0.9	1.9	0.2	-1	1.1	/	-0.9	6	7
CNC(=S)N/N=C/c1ccccc1OCC(=O)O	-0.3	-0.7	1.4	-2	5.8	i	-2.0	1	11
O=C(CCc1ccccc1O)N/N=C/c1ccc(Sc2cccc3cccnc23)o1	0.9	-16	/	0	1.3	-0.4	-2.5	13	29
C[C@H](NC(N)=O)C(=O)OCC(=O)NCc1cccs1	-0.3	-2.3	1.3	1	1.0	0.3	0.3	3	0
Cc1cc(C(=O)N2CCC(CO)(Cc3cccc(C(F)(F)F)c3)CC2)n[nH]1	1.0	-4.2	1.0	1	0.0	-0.4	6.4	10	4
CC(=O)c1c(O)cc(C)n(Nc2nc(C)cc(C)n2)c1=O	1.7	-1.5	/	-3	0.8	-3.1	-2.1	-6	0
CCCCCC(=O)N1C[C@@H](O)[C@H](n2cc(COC(=O)c3ccccc3)nn2)C[C@@H]1c1ccc(Cl)cc1	/	-5.9	1.0	-1	/	-0.2	-2.1	9	1
CCn1cc(C(=O)N[C@@H](CCSC)C(=O)NCCCN2CCOCC2)c(=O)c2cc3c(cc21)OCO3	-1.0	1.2	-2.5	11	1.1	-7.4	-6.5	-6	14
COc1ccc(NC(=O)c2c(F)cccc2Cl)cc1S(=O)(=O)N1CCOCC1	0.7	-4.1	1.8	-3	-0.8	-4.3	6.7	3	6
CCCN(C(=S)Nc1ccccc1)C1CCS(=O)(=O)C1 (configuration not stated)	1.0	-1.2	/	1	1.3	-0.1	-0.9	-10	6
C/C=C(/C)C(=O)O[C@@H]1c2c(ccc3ccc(=O)oc23)OC(C)(C)[C@@H]1OC(C)=O	-1.3	-0.1	1.4	12	0.0	-0.2	2.8	19	10
Cc1ccc(C)c(N2CCN(C(=O)c3csc4ccccc34)CC2)c1	2.8	-1.6	/	2	-2.3	-4.1	/	13	-3
O=C(Cn1c(=O)oc2cc(S(=O)(=O)N3CCCC3)ccc21)Nc1ccc(C(F)(F)F)cc1	-1.3	-2.5	/	1	-1.8	i	/	5	-3
CN(Cc1cccc(C(F)(F)F)c1)C(=O)[C@H]1O[C@@H](n2ccc(N)nc2=O)[C@H](O)[C@@H]1O	/	-0.3	1.2	4	/	/	-0.5	/	/
COc1ccccc1/C=C/C(=O)OC(C)CN1CCCCC1 (configuration not stated)	0.3	0.7	1.0	5	0.3	-1.6	-0.2	5	12
CC(=C/c1ccccc1)/C=N/NC(=O)c1cc(C)oc1C	-1.0	-5.2	0.2	-1	1.2	-0.5	-1.5	2	24
COc1ccc(OC)c(S(=O)(=O)n2ccnc2C(C)C)c1	-0.6	-0.9	2.7	0	2.3	3.1	-1.7	6	10
CCOC1=C2[C@@H](CN(S(=O)(=O)c3ccccc3C)[C@H]2c2ccc(Cl)cc2)[C@H]2C(=O)NC(=O)[C@H]2C1	/	-2.2	-0.2	0	/	/	-2.3	/	/
CCCCCC(=O)N1CCN(CCN=CC2=C(O)CC(c3cccs3)CC2=O)CC1 (configuration not stated)	-0.2&-0.1	-3.0&-3.1	-0.2	2&1	2.9	i	-0.5	21&11	3&-5
CCOCC(=O)N1CCN(Cc2ccc3c(c2)OCO3)CC1	-1.0	1.0	1.5	2	-0.3	i	-1.8	-1	-7
Cc1nc2c(Cl)c(C)nn2c2c1CCC2	1.0	-1.3	0.0	0	0.0	i	1.3	0	2
COc1cccc(NS(=O)(=O)c2ccc(C)c(C(=O)N3CCCCC3)c2)c1	1.0	-3.0	0.9	3	-2.4	i	1.9	-4	-7
COc1ccc(OC)c(Nc2ccc(C(=O)O)cc2[N+](=O)[O-])c1	-0.9	-1.1	0.7	-10	-0.7	i	/	-5	5
COc1ccc2nc(NC(=O)CCN3C(=O)c4ccccc4C3=O)sc2c1	11	-1.7	/	1	-1.8	-0.2	-2.1	-1	7
O=C(OCC(=O)N1CCN(c2ccccc2)CC1)c1ccccc1[N+](=O)[O-]	4.6	1.1	-0.7	-1	-0.5	5.6	/	19	1
c1ccc(Nc2cccc3ccccc23)cc1	-0.1	0.5	1.2	25	/	-0.7	0.2	-14	15
O=C(NCc1ccccn1)c1c(Cl)cccc1Cl	1.1	-1.9	/	2	-0.6	i	-1.0	3	4
CCN(C[C@H]1N[C@@](CC)(C(=O)OC)[C@H]2C(=O)N(C)C(=O)[C@@H]12)C(=O)COc1ccccc1	-1.3	-2.7	0.6	-1	/	-1.0	-1.0	-1	3
CCOC(=O)c1cnn(-c2ccccc2)c1-n1cccc1C(=O)C(=O)N(CC)CC	-0.1	-1.0	1.4	-2	-3.5	i	/	3	-2
N#CC1CC(c2ccccc2)Nc2cc(Cl)ccc2N1 (configuration not stated)	17	-13	6.0	22	1.1	-8.3	2.2	-16	15
COC(=O)c1ccccc1NC(=O)Nc1nnc(N2CCC(C)CC2)s1	1.0	-2.5	-0.8	0	0.4	-0.2	-0.6	-6	-3
Cc1ccc(NC(=O)Nc2ccc(S(N)(=O)=O)cc2)cc1	-0.3	-0.6	0.5	1	0.1	i	/	2	5
O=C(c1ccccc1)N1CCN(C(=O)c2ccncc2)CC1	-0.8	0.6	/	5	1.0	-0.4	0.3	3	5
COc1ccccc1Cc1c(-c2ccco2)nc2ccc(C)cn12	/	-8.6	1.1	15	/	/	-2.1	/	/
O=C(NNC(=O)c1ccccc1OCc1ccccc1Cl)c1csc(N2CCOCC2)n1	0.1	-2.8	1.1	0	-2.7	i	-0.9	19	-2
CCOC(=O)c1ccc(NNC(=O)CC)c([N+](=O)[O-])c1	-0.7	-0.9	-2.8	5	-4.6	-0.4	/	-2	5
Cc1ccc2oc(=O)cc(CN3CC(C)OC(C)C3)c2c1 (configuration not stated)	-0.3	-0.3	-0.3	-2	-0.5	0.2	-0.2	1	10
COc1ccc(N/N=C(\C#N)C(=N)N2CCCCC2)cc1	-0.6	-4.3	3.4	-6	-1.9	-0.7	/	-8	3
O=C(Nc1ccc(F)c([N+](=O)[O-])c1)c1ccc2c(c1)OCCO2	-0.3	-1.0	0.8	0	2.1	-0.3	25	-2	2
COc1cc(C(=O)NNC(=O)c2cc(-c3ccccc3)n[nH]2)cc(OC)c1C	-1.0	-6.8	-4.6	5	-0.5	i	-4.2	1	5
COc1cc(CNC(=O)c2cc(-c3cc(Cl)ccc3C)n[nH]2)cc(OC)c1	/	-2.0	-0.1	1	/	i	-0.8	11	-1

Record cards (already shown). Values in the order: PfHsp40 yeast, FadD28 FP inh, TcdB GH inh, Mtb FBA inh, UGM FP inh, BH1578 lux ind, BioA inh, Y pestis TopoI, GDH-TPI counter
Listed for `Cc1ccc(CSc2[nH]c(=O)ncc2C)cc1` → 1.4, -1.5, 2.3, 3, -0.7, -0.3, -1.6, 6, 3
Listed for `COc1cc(CNC(=O)c2cc(-c3cc(Cl)ccc3C)n[nH]2)cc(OC)c1` → /, -2.0, -0.1, 1, /, i, -0.8, 11, -1
Listed for `COc1cccc(NS(=O)(=O)c2ccc(C)c(C(=O)N3CCCCC3)c2)c1` → 1.0, -3.0, 0.9, 3, -2.4, i, 1.9, -4, -7
Listed for `O=C(c1ccccc1)N1CCN(C(=O)c2ccncc2)CC1` → -0.8, 0.6, /, 5, 1.0, -0.4, 0.3, 3, 5
Listed for `CCn1cc(C(=O)N[C@@H](CCSC)C(=O)NCCCN2CCOCC2)c(=O)c2cc3c(cc21)OCO3` → -1.0, 1.2, -2.5, 11, 1.1, -7.4, -6.5, -6, 14

Continuation:
SMILES	PfHsp40 yeast	FadD28 FP inh	TcdB GH inh	Mtb FBA inh	UGM FP inh	BH1578 lux ind	BioA inh	Y pestis TopoI	GDH-TPI counter
Cc1ccc2c(c1)c(CC(=O)Nc1ccc(C)c(F)c1)c(C(=O)O)n2C	0.9	3.5	0.1	6	5.2	5.0	1.5	3	0
Clc1ccc(Cn2ncc3c(N4CCCCC4)ncnc32)c(Cl)c1	-0.3	/	/	0	0.4	0.5	/	-8	3
CCOC(=O)C1(Cc2cccc(OC)c2)CCN(Cc2ccc(C)s2)CC1	-1.5	-0.4	-0.2	-3	0.6	-0.4	/	20	11
CCOC(=O)c1c(C)oc2ccc(OCc3cc(C(=O)OC)oc3C)cc12	0.3	-2.0	/	4	-1.9	-6.7	-1.5	40	-5
COc1cc([C@H]2OC[C@H]3[C@@H]2CO[C@@H]3c2cc(OC)c(O[C@@H]3O[C@H](CO)[C@@H](O)[C@H](O)[C@H]3O)c(OC)c2)cc(OC)c1O[C@H]1O[C@@H](CO)[C@H](O)[C@@H](O)[C@@H]1O	0.3	-1.2	-1.2	5	-4.1	-0.2	-1.2	-13	-10
O=C(CNC(=O)c1ccncc1)N/N=C/c1cccc([N+](=O)[O-])c1	-0.5	-1.8	0.7	1	1.3	i	/	0	10
COc1ccc(N2C(=O)CSC2c2cccc(OC)c2OC)cc1 (configuration not stated)	-0.2	-2.4	/	-2	0.0	-0.3	/	-1	2

A few values from the entries so far.
FadD28 FP inh with CCOC(=O)c1c(C)oc2ccc(OCc3cc(C(=O)OC)oc3C)cc12 = -2.0
TcdB GH inh with CCOC(=O)C1(Cc2cccc(OC)c2)CCN(Cc2ccc(C)s2)CC1 = -0.2

Assay outcomes as filed in PubChem.
